NOD2-RIPK2 inh: NOD2-RIPK2 protein interaction inhibition. O43353. CHO BLA complementation NOD2-RIPK2, CCF4 ratio. inhibition, % at 4.98 µM. hit rate 0.38% among 360,000; in the data active means inhibition above about 21%;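 further: 0% = vehicle only and 100% = reference blocker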
Target sequence (O43353 whole entry, looked up): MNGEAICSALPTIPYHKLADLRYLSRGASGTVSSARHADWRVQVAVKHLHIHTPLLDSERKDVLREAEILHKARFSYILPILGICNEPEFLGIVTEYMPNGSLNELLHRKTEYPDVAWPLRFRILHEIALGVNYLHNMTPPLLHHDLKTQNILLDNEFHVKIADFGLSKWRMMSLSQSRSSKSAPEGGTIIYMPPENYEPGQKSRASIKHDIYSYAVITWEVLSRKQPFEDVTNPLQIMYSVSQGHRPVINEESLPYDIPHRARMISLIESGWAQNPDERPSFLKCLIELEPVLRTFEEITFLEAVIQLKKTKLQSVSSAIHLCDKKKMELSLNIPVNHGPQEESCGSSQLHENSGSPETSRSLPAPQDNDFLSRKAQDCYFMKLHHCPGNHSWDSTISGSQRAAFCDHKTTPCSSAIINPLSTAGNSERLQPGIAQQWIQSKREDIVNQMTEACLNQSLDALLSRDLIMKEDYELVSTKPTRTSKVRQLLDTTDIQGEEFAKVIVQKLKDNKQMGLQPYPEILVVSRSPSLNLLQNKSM
LMP1 NFkB inh: reduces LMP1-driven NF-kappaB luciferase signal | LMP1-induced NF-kappaB luciferase reporter cells, luminescence | inhibition, % at 12.5 µM | hit rate 0.69% among 350,000; in the data active means inhibition above about 41%;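 further: 0% = neutral control wells and 100% = reference inhibitor control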
TLR9-MyD88 inh: blocks human TLR9 binding to MyD88; CHO BLA complementation TLR9-MyD88, CCF4 FRET ratio; Q9NR96+Q99836; inhibition, % at 4.98 µM; hit rate 0.21% among 340,000;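 active means inhibition above the mean over all tested compounds plus 3 SD, cut at about 21% in these data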;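 further: 0% = DMSO only wells and 100% = clavulanate BLA inhibitor control wells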
MC4R ag barr: human MC4R agonism via beta-arrestin | U2OS MC4R beta-arrestin complementation, luminescence; percent of melanotan II response, DMSO zero | hit rate 0.98% among 360,000 | P32245 | activation, % at 8.9 µM;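 active means activation above a per-plate cutoff, the mean activation of sample wells on that plate plus 3 SD, cut at about 8% in these data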
ABHD5 PLIN5 PPI: blocks binding of human ABHD5 to perilipin-5. hit rate 0.78% among 360,000. Q00G26+Q8WTS1. Split G. princeps luciferase complementation, luminescence, 4 h. inhibition, % at 4 µM;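 active means inhibition above the mean inhibition across every tested compound plus 3 SD, cut at about 22% in these data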;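 further: 0% = DMSO only wells and the 100% control is not disclosed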
SRC3 inh: inhibitors of human steroid receptor coactivator 3 (SRC3) | Q9Y6Q9 | HEK293 GAL4-SRC3 luciferase reporter, luminescence | inhibition, % at 3.6 µM | hit rate 0.17% among 360,000 | AID 588352;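 active means inhibition above a per-campaign cutoff, the mean of all compounds plus 3 SD, cut at about 60% in these data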;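 further: 0% = DMSO-treated cells and 100% = gossypol-treated cells at 36 µM; higher means less SRC3-driven luciferase light from the GAL4 reporter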
SRC2 inh: human SRC2 (NCOA2) inhibition; Q15596; HEK293 GAL4-SRC2 luciferase reporter, luminescence; inhibition, % at 9 µM; hit rate 0.17% among 370,000; AID 651957;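 active means inhibition above the mean inhibition of all tested compounds plus 3 SD, set per campaign, cut at about 52% in these data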;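 further: 0% = DMSO treated cells and 100% = cells given Gossypol at 36 µM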
COUP-TFII inh: inhibitors of human COUP-TFII (NR2F2) | P24468 | hit rate 0.7% among 370,000 | AID 686940 | HEK293T NGFI-A luciferase reporter, luminescence | inhibition, % at 8.6 µM;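 active means inhibition above a per-plate cutoff, mean inhibition of test wells between control levels plus 3 SD, cut at about 38% in these data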;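 further: cells cotransfected with COUP-TFII expression vector driving the NGFI-A reporter; 0% = median of COUP-TF2 test wells and 100% = reporter-only cells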
Target sequence (P24468 whole entry, looked up): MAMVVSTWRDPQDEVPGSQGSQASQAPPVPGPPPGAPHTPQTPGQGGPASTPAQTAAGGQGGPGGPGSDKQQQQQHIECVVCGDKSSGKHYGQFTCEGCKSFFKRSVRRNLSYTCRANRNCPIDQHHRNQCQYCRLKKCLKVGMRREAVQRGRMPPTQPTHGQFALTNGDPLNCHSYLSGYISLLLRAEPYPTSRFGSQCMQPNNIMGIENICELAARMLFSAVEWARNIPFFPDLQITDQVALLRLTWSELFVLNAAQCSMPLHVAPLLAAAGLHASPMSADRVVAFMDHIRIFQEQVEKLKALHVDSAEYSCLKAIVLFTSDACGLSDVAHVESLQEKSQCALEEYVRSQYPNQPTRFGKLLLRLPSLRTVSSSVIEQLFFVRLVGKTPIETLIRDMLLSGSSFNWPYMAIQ
MC4R antagonist: human MC4R antagonism in cAMP assay; P32245; MC4R-expressing cells, MTII-stimulated cAMP, LANCE TR-FRET; inhibition, % at 6.5 µM; hit rate 0.48% among 360,000; AID 540295;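 active means inhibition above its plate's cutoff, the mean of tested wells on that plate plus 3 SD, cut at about 29% in these data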;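 further: 0% = Melanotan II alone and 100% = Melanotan II plus saturating MCL0020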
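system = U2OS cells with stable human MC4R expression | also added = Melanotan II challenge after compound preincubation | dosing = one concentration, 6.5 µM nominal | incubation = compound 30 min, challenge 1 h, detection 1 h | measured by = TR-FRET with Eu-cAMP and labeled anti-cAMP, 671 nm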
SRC1 inh: human NCOA1 inhibition; Q15788; HEK293 GAL4-SRC1 luciferase reporter, luminescence; inhibition, % at 3.6 µM; hit rate 0.12% among 360,000;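 active means inhibition above the campaign mean plus 3 SD, with each screening campaign given its own cutoff, cut at about 60% in these data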;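 further: 0% = DMSO treated cells and 100% = gossypol at 36 µM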
NR5A2 inv ag: inverse agonists of human LRH-1 (NR5A2); inhibition, % at 3.6 µM; HEK293T StAR-luciferase reporter, LRH-1 transfected, 24 h; hit rate 0.13% among 360,000;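 active means inhibition above the mean inhibition of all tested compounds plus 3 SD, cut at about 73% in these data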;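 further: 0% = DMSO wells and 100% = reporter-only cells lacking LRH-1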
* = called active by the depositor; · = no result given. Some of the compounds tested. The share of hits here may be higher or lower than overall.

SMILES	NOD2-RIPK2 inh	LMP1 NFkB inh	TLR9-MyD88 inh	MC4R ag barr	ABHD5 PLIN5 PPI	SRC3 inh	SRC2 inh	COUP-TFII inh	MC4R antagonist	SRC1 inh	NR5A2 inv ag
CCO[C@H]1OC(C(=O)NCc2nc3ccccc3[nH]2)=C[C@@H](c2ccc(Br)cc2)[C@@H]1CCCO	1	-2	-12	1.1	-6	-16	-1	14	4	5	-8
OCCN1CCN(c2ncnc3sc4c(c23)CCCC4)CC1	1	4	-6	-0.1	0	20	11	7	5	20	-3
CCOC(=O)Cn1c(CN2CCc3ccccc3C2)nc2c1c(=O)n(C)c(=O)n2C	-4	3	4	0.0	1	-6	-7	-5	-3	10	-1
Cc1cc(C)n(-c2nnc(C)n2/N=C/c2ccccc2O)n1	7	-2	1	-1.6	2	9	-34	2	4	-9	-4
CN(CC(=O)NCCc1ccccc1)S(=O)(=O)c1cnc[nH]1	-2	1	4	-1.4	1	-5	-11	6	9	-8	-28
O=C(CCc1nnc(CCCCc2ccccc2)o1)NCc1cc(F)ccc1F	-5	13	9	-0.3	1	-9	-1	6	5	4	-7
O=C(c1cc([N+](=O)[O-])ccc1N1CCCCC1)N1CCCCC1	2	-8	-10	-2.4	3	28	-6	-7	6	-3	22
CCOc1ccccc1N1CCN(C(=O)Nc2cccc(Cl)c2)CC1	1	-20	3	-2.9	-1	-4	2	-4	4	-7	-37
CC(=O)c1cccc(NC(=O)/C(=C\c2cccnc2)NC(=O)c2ccc(C)cc2)c1	7	-12	0	-0.3	4	4	-3	15	8	-6	14
CCCCOc1ccc(-c2nnn(CC(=O)NCCc3c[nH]c4ccccc34)n2)cc1	-6	-10	0	6.7	-13	0	-7	-12	7	12	-3
Brc1ccc(OCc2cn3ccccc3n2)cc1	4	-14	-7	1.4	6	-76	-27	-39	-2	-49	-98
CC(=O)c1cccc(-c2ccnc3c2CC(C(=O)NCc2ccc(N4CCN(C)CC4)cc2)O3)c1 (stereo unspecified)	-7	·	·	3.3	-1	11	-1	-31	2	-10	6
Cn1c(=O)c2c(nc(OC3CCCC3)n2C)n(C)c1=O	2	-2	-4	-2.4	-6	-5	0	0	-4	-3	-10
CC(C)(C)NS(=O)(=O)c1ccc(NS(C)(=O)=O)cc1	-12	1	-10	-0.6	-1	-1	-17	-9	10	-21	-15
Cc1c(NC(=O)c2ccc(Br)o2)cccc1C(=O)O	-10	-4	-13	-0.3	7	-13	-12	-20	-3	-49	-48
CCCc1nnc(SCC(=O)Nc2ccccc2F)o1	-6	-6	1	-1.6	4	-24	-15	11	1	-16	-7
CN1CCN(c2nc(-c3ccc(Br)cc3)nnc2-c2ccccc2)CC1	-1	-1	3	-0.6	4	-15	-4	-3	8	-31	-12
O=C(NCc1ccccn1)C(=O)NN=C1CCCCCCCCCCC1	-14	1	2	-1.7	-3	8	11	-8	8	2	3
COc1ccc(CN(CCO)CCO)cc1[N+](=O)[O-]	1	11	1	-1.4	3	-7	-14	13	17	6	-4
COc1ccccc1N1CCN(C(=O)c2ccc(S(=O)(=O)N3CCCCCC3)cc2)CC1	5	4	-3	-1.2	8	-10	-5	11	6	8	-11
COn1c(=O)c(-c2cccc(Br)c2)[n+]([O-])c2ccccc21	-2	7	-7	-0.2	7	2	4	-9	10	-16	-6
CC(C)OC(=O)C1C2C=CC3(CN(CC4CCCO4)C(=O)C13)O2 (stereo unspecified)	-14	4	15	0.6	0	-8	-3	-2	-1	1	19
NNc1nc2sc3c(c2c(=O)[nH]1)CCc1ccccc1-3	0	-1	11	-2.6	-10	4	-4	5	-4	7	6
COc1cc(NC(=O)c2cc(-c3ccc(C)cc3)on2)cc(OC)c1OC	-13	17	-5	2.4	-5	7	24	3	-8	10	-6
CCOC(=O)[C@]12CCC=C1N(Cc1ccc(Cl)cc1Cl)C(=O)[C@H](CC(=O)NCc1ccc(OC)c(OC)c1)C2	1	·	·	·	2	·	1	28	·	·	-22
Cc1cc(=O)[nH]c(SCC(N)=O)c1C#N	4	-2	-12	0.4	-10	-6	-18	-11	17	7	-27
Cc1nonc1NCn1nnc2ccccc21	-11	-10	-1	2.0	10	21	4	8	-6	-12	-15
COc1ccc(C)cc1NC(=O)CSc1nnc2ccc(-c3ccncc3)nn12	-7	2	4	-1.7	1	-14	-11	6	-6	-28	9
OCCNc1nc(N2CCCCC2)nc2ccccc12	8	-5	-4	-0.8	2	2	11	14	-1	17	8
C/C(=N\O)C(=O)NCCN(C)C	3	-3	-5	-1.8	2	6	-4	16	0	2	14
COc1ccc(O)c(CN2CCCC(N3CCc4ccccc4C3)C2)c1 (stereo unspecified)	13	6	0	-1.6	-4	1	11	-7	2	9	5
Cc1ccc(N(C(=O)c2csnn2)C(C(=O)NC(C)(C)C)c2cccnc2)cc1 (stereo unspecified)	-12	9	-1	-4.2	-3	-2	-4	1	9	18	2
Cc1ccc(-n2nc(C(=O)O)c(O)cc2=O)cc1	-2	0	-2	1.4	-7	-6	4	7	20	-4	17
COc1ccc(NC(=S)N(CCc2nc3cc(C)c(C)cc3[nH]2)Cc2cccnc2)cc1	-1	-1	2	-1.7	5	3	1	5	5	-28	19
Cc1cc(C)c(NC(=O)Cc2ccc(-n3cccc3)cc2)c(C)c1	1	-4	-8	-2.8	-2	12	6	2	-5	-1	21
CCOC(=O)c1c(NC(=O)Cn2nc(C(F)(F)F)cc2C)sc2c1CCC2	-8	2	-5	5.3	-4	27	0	10	17	3	4
COc1cccc(NC(=O)C2(C)CCN2CC2CCCCC2)c1 (stereo unspecified)	-5	·	·	-0.2	-2	-6	-8	2	-4	-19	-9
O=C(N/N=C/c1ccc2c(c1)OCO2)c1cccc(NC(=O)c2ccccc2Cl)c1	4	-18	6	-1.6	3	-28	-36	-44	-9	-19	-49
O=C(NC(NC1CCS(=O)(=O)C1)C(Cl)(Cl)Cl)c1cccc(Cl)c1 (stereo unspecified)	-2	-6	6	-0.4	3	19	4	-4	6	2	17
Cc1cccc(-c2nnc(-c3ccc(N)cc3)o2)c1	-9	-10	-8	1.3	2	-89	-36	-18	2	-104	-90
COc1ccc(OC)c(-n2c(C)ccc2-c2ccc(S(C)(=O)=O)cc2)c1	-6	-8	-6	2.0	-2	-25	-11	5	15	5	3
COCCCC1CCN(C(=O)C2CCC(=O)N(Cc3ccccc3F)C2)CC1 (stereo unspecified)	7	3	-6	1.0	-1	-10	-1	14	7	-8	15
CS(=O)(=O)c1ccc(Cl)c(NC(=O)CCN2C(=O)NC3(CCCC3)C2=O)c1	-8	2	0	1.3	3	-4	24	-2	2	6	21
O=C(COC(=O)c1ccc([N+](=O)[O-])s1)NCc1ccc(F)cc1	-5	10	-6	-2.1	0	12	7	-13	3	10	-14
Cn1c(N=Nc2ccccc2)nc2ccccc21	-4	2	3	-0.9	-6	-26	25	20	-16	-61	-62
CCCn1c(=O)c(F)cn(Cc2ccc(OC)c([N+](=O)[O-])c2)c1=O	-6	0	3	-2.3	3	-8	-19	-12	-5	2	-7
Cc1nn(-c2ccccc2)c(C)c1/C=N/NC(=O)CSc1nc2ccccc2c(=O)n1-c1ccccc1	-14	-4	4	-0.7	-3	11	10	-5	-9	-3	4
Cc1ccccc1CS(=O)(=O)Cc1ccc(C(=O)N2CCOCC2)o1	0	-4	-12	-0.4	2	20	10	13	11	3	-10

3 of the entries above in order of the NR5A2 inv ag value, high to low:
SMILES	NOD2-RIPK2 inh	LMP1 NFkB inh	TLR9-MyD88 inh	MC4R ag barr	ABHD5 PLIN5 PPI	SRC3 inh	SRC2 inh	COUP-TFII inh	MC4R antagonist	SRC1 inh	NR5A2 inv ag
O=C(NC(NC1CCS(=O)(=O)C1)C(Cl)(Cl)Cl)c1cccc(Cl)c1 (stereo unspecified)	-2	-6	6	-0.4	3	19	4	-4	6	2	17
O=C(COC(=O)c1ccc([N+](=O)[O-])s1)NCc1ccc(F)cc1	-5	10	-6	-2.1	0	12	7	-13	3	10	-14
Cn1c(N=Nc2ccccc2)nc2ccccc21	-4	2	3	-0.9	-6	-26	25	20	-16	-61	-62

Next part:
SMILES	NOD2-RIPK2 inh	LMP1 NFkB inh	TLR9-MyD88 inh	MC4R ag barr	ABHD5 PLIN5 PPI	SRC3 inh	SRC2 inh	COUP-TFII inh	MC4R antagonist	SRC1 inh	NR5A2 inv ag
Cc1cc(C)n2c(NC3CCCCC3)c(CC(C)C)nc2n1	9	·	·	·	4	·	-8	-14	·	·	3
NC(=O)C1CCN(C(=O)CCC(=O)N2CCOc3ccc(Cl)cc32)CC1	4	-3	-4	1.1	-1	7	-1	-13	13	-3	-15
O=C(N=C1SC2CS(=O)(=O)CC2N1c1cccc(Cl)c1Cl)C1CC1 (stereo unspecified)	-13	-8	5	-2.0	0	-33	7	-4	5	6	4
COC(=O)c1cccc(CSC(=S)N2CCCC2)c1	-3	-3	2	0.0	2	-7	-16	-18	12	-11	-20
C=CCSc1nnc(NC(=O)CSc2nc(CCC)cc(=O)[nH]2)s1	-2	-14	-12	-0.5	2	14	12	23	0	-3	1
CCOc1ccc(C2=C/C(=C/c3cccnc3)C(=O)O2)cc1	-3	9	5	-1.1	-4	5	0	8	1	-17	2
CCOC(=O)c1cnc(-n2nc(C)cc2C)nc1NC1CCCCC1	-2	39	1	1.1	-7	5	23	77*	24	12	19
O=S(=O)(c1ccc(F)c(F)c1F)N1CCN(C(=S)Nc2ccccc2)CC1	2	-8	9	-2.1	-1	15	22	-3	2	-12	2
O=C(NCc1ccccn1)C1CCCN(S(=O)(=O)c2ccccc2)C1 (stereo unspecified)	-19	-2	-4	1.5	-4	-19	-8	-3	1	10	2
COC(=O)[C@H](CC(C)C)N(Cc1ccccc1)S(=O)(=O)N(Cc1ccccc1)[C@@H](CC(C)C)C(=O)OC	-3	3	5	-1.3	2	-3	-23	-4	11	0	-4
O=C(c1ccc(Cl)cc1)C1CCCN(Cc2cnn(-c3ccccc3)c2)C1 (stereo unspecified)	2	-4	4	-1.2	11	2	14	12	6	-2	20
CCN(CC)S(=O)(=O)c1cc(OC)c(C)cc1C	5	-6	13	-1.0	2	5	8	-5	-8	-9	3
Cc1cc(C(=O)COc2ccc(-c3nnco3)cc2)c(C)n1Cc1ccccc1	-2	14	1	0.0	6	-3	19	20	3	-26	-21
COc1cc(C(=O)Nc2ccc3c(c2)OCO3)ccc1OCc1c(C)noc1C	5	-7	-5	-2.9	5	-9	-41	-7	-2	-11	-17
O=C(NCc1ccccc1)C1CCCN(S(=O)(=O)c2cccnc2)C1 (stereo unspecified)	-2	3	-3	-0.9	1	1	-7	19	17	-3	-5
Cc1noc(C)c1C(=O)N(CC(=O)Nc1ccccc1Br)Cc1ccco1	-8	-3	-4	-0.8	5	-1	13	-5	6	-1	2

High-throughput results deposited in PubChem BioAssay by several laboratories.
